# CTSL1 counter: cathepsin L1 inhibition, PFM18AAP counter-screen; inhibition, % at 5.96 µM; AID 1906; recombinant F. hepatica cathepsin L1, Z-Leu-Arg-MCA fluorescence; 300,000 tested, 0.49% active;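 active means inhibition above the mean of all tested compounds plus 3 SD, set per screening campaign, cut at about 17% in these data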;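 further: 0% = plate median of test compound wells and 100% = 1 µM Z-Phe-Ala-diazomethylketone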
# HCV core dimer: blocks dimerization of HCV core protein | inhibition, % at 5 µM | TR-FRET GST/Flag-core106 dimerization, 1536-well | 300,000 tested, 0.33% active | AID 1899;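 active means inhibition above the mean of all tested compounds plus 3 SD, set per screening campaign, cut at about 45% in these data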
#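 Material: Tagged HCV core106 pair (GST and Flag) | Amount: GST-core106 13.5 nM, Flag-core106 17 nM | Medium: KF-containing HEPES buffer, pH 7.45, DTT, CHAPS, BSA | Reagent: Eu donor and XL665 acceptor anti-tag antibodies | Schedule: 4 h at 22.5 °C | Technique: Time-resolved FRET, ex 340 nm, em 617 and 671 nm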
# JMJD2C inh: human JMJD2C demethylase inhibition. Q9H3R0. GST-JMJD2C(1-420) H3K9me3 demethylation, DELFIA europium. inhibition, % at 2.35 µM. 330,000 tested, 0.069% active. AID 2099;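 active means more than half of a compound's replicate wells show inhibition beyond 50%, single wells judged on their own value; inconclusive means some, but no more than half, of replicates pass 50% inhibition; inactive means no replicate passes 50% inhibition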;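 further: signal counts dimethyl H3K9 product captured on neutravidin plate; 0% = median of DMSO wells and 100% = 0.3 times that DMSO median; strong numbers were not always called active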
# Target sequence (Q9H3R0 1-420 limits assumed): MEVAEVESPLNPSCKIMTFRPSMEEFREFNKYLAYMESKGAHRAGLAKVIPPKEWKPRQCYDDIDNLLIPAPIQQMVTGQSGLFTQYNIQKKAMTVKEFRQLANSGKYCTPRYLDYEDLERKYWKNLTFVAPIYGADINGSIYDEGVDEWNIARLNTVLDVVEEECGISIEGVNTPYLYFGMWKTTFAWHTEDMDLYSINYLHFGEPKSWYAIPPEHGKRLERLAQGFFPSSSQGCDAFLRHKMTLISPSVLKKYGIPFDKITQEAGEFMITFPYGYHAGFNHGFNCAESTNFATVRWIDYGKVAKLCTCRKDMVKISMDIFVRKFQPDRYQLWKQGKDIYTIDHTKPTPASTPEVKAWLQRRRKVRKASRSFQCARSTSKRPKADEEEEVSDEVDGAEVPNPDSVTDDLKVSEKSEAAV
# ZTA counter: blocks Epstein-Barr virus ZTA, an EBNA-1 counter-screen. ZTA-DNA binding, fluorescence polarization. inhibition, % at 11 µM. 320,000 tested, 0.15% active; in the data active means inhibition above about 33%
# EBNA-1 inhibitor: blocks EBNA-1 binding to DNA; EBNA-1 DNA binding, fluorescence polarization; inhibition, % at 14.8 µM; 300,000 tested, 0.34% active; in the data active means inhibition above about 28%
# Yeast superoxide: lowers age-related superoxide in aged yeast cells. S. cerevisiae aged cells, superoxide DHE fluorescence; active compounds read low. superoxide response (% of plate mean), % at 10 µM. 330,000 tested, 0.18% active. AID 2690;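 active means superoxide response under a set limit, about three screen SD below normal, cut at about 65% in these data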;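 further: yeast aged for seven days with compound at 30 °C before DHE staining; 100% = average MFI of all compound-treated wells on the plate with controls excluded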
# PP5 primary: blocks human protein phosphatase 5 activity; purified PP5c, OMFP substrate fluorescence; inhibition, % at 6.7 µM; 320,000 tested, 0.18% active;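 active means inhibition above the campaign's mean inhibition across all tested compounds plus 3 SD, cut at about 9.5% in these data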;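 further: 0% = DMSO only and 100% = 100 µM cantharidin control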
# Target sequence (P53041 whole entry, looked up): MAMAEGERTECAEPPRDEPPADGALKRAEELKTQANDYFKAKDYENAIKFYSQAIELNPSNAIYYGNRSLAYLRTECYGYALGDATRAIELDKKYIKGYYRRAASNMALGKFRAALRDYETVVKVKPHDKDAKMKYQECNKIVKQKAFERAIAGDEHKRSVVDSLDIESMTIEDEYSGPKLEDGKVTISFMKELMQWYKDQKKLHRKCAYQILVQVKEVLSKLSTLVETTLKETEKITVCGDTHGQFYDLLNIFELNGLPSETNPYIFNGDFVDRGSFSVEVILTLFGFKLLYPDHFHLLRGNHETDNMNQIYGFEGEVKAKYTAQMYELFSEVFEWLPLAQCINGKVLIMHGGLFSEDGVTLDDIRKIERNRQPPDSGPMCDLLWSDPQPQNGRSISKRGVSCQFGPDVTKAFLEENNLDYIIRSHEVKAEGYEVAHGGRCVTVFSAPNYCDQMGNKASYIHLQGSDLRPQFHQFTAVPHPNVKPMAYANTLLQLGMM
# PP1 counter: blocks human PP1-alpha phosphatase, a PP5 counter-screen. P62136. purified PP1alpha, OMFP fluorescence. inhibition, % at 6.7 µM. 320,000 tested, 0.9% active;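 active means inhibition above the mean inhibition of all tested compounds plus 3 SD, computed separately for each screening campaign, cut at about 15% in these data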
# TPT1 inh: blocks Candida albicans tRNA 2'-phosphotransferase; recombinant caTPT1, FP RNA substrate dephosphorylation; inhibition, % at 5 µM; 300,000 tested, 0.81% active;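 active means inhibition above the mean of all tested compounds plus 3 SD, set per screening campaign, cut at about 24% in these data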;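 further: plate controls were DMSO alone for no effect and ferristatin control at 100 nM for full effect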
# Active calls of the source: *; i = inactive; ? = inconclusive; nt = not tested or not shown.
# Values in the order: CTSL1 counter	HCV core dimer	JMJD2C inh	ZTA counter	EBNA-1 inhibitor	Yeast superoxide	PP5 primary	PP1 counter	TPT1 inh
- Cc1c(N(C)C(=O)COc2ccc3ccccc3c2)c(=O)n(-c2ccccc2)n1C
  5	-19	-1	-8	0	100	0.6	0	-3
- COc1ccccc1-n1c(SCC(=O)N2CCCCC2)nc(O)c(Cc2ccccc2)c1=O
  -5	9	-3	1	2	100	-0.4	-4	4
- COc1ccc(-c2nnc3ccc(SCc4ccccc4)nn23)cc1
  3	9	0	5	11	105	-0.9	0	0
- COc1cc(CN2CCNC(=O)C2CC(=O)O)cc(OC)c1 (configuration not stated)
  -3	3	12	10	5	95	0.5	-2	-3
- Cc1ccc(S(=O)(=O)CCSc2n[nH]c(=O)n2-c2ccc3c(c2)OCCO3)cc1
  3	4	36	-7	0	94	0.6	-6	0
- CCCc1[nH]n(-c2ccc([N+](=O)[O-])cc2)c(=O)c1C=NCCCn1ccnc1
  2	-1	11	-1	-11	94	1.4	-1	2
- CCCn1c(=O)c(C(=O)NNC(=O)c2ccc(Cl)cc2Cl)c(O)c2ccccc21
  -2	-3	5	2	-17	60*	2.1	2	0
- COc1ccccc1OCCn1cc(/C=C(\C#N)C(=O)NCc2ccco2)c2ccccc21
  7	2	1	-19	23	110	3.0	12	-4
- COc1cc(C(=O)NCC(=O)NNC(=O)C2COc3ccccc3O2)cc(OC)c1OC (configuration not stated)
  nt	nt	15	5	nt	122	5.6	9	nt
- CCN(c1cccc(C)c1)S(=O)(=O)c1ccc(OC)c([N+](=O)[O-])c1
  -6	2	-10	8	-6	99	1.9	4	-1
- CC(C)CN1CCC(=O)N([C@H](CN=[N+]=[N-])Cc2ccccc2)CC1
  7	-17	1	-17	-4	100	2.2	6	1
- O=C(Nc1ccc(NC(=O)c2ccccc2Br)cc1)c1ccccc1
  -2	6	-3	-6	6	100	2.6	4	-1
- Cc1cc(C(=O)COC(=O)c2ccc[nH]c2=O)c(C)n1CCc1ccc(F)cc1
  -4	3	-3	1	4	107	0.3	8	0
- Cc1cccc(-n2cc(C(=O)O)c(=O)cc2C)c1
  -1	-6	-6	9	0	100	1.5	0	-4
- OC(CSc1ccccc1Cl)CN1CCN(c2ccccc2F)CC1 (configuration not stated)
  -3	-3	2	7	-1	97	2.5	3	-4
- CCN1CCCC1CNC(=O)c1cc([N+](=O)[O-])c(N(C)C)cc1OC (configuration not stated)
  3	6	i	-13	0	104	-0.1	5	3
- CCS(=O)(=O)CCSc1nc2ccccc2s1
  0	-2	1	12	1	89	-0.6	0	1
- CSCCCN1CCCC(CO)(Cc2ccccc2F)C1 (configuration not stated)
  -3	-8	-19	4	-7	97	3.9	3	0
- COc1ccc(CCN(C)C(=O)c2cc(=O)c3ccccc3o2)cc1OC
  -1	3	-8	19	14	93	-2.9	-8	3
- Cn1c(Cn2nnc3ccccc32)nnc1SCC(=O)N1c2ccccc2CCc2ccccc21
  0	13	32	4	8	94	-1.1	-4	0
- C#CCN1N=C(c2ccc(C)cc2)CSC1=O
  5	1	4	0	-7	109	2.5	-1	-1
- Cc1ccc2cc(C(c3nnnn3Cc3ccccc3)N3CCN(c4ccccc4)CC3)c(=O)[nH]c2c1 (configuration not stated)
  3	5	?	-7	7	106	-0.6	5	0
- CCOC(=O)c1sc2nc(C)nc(SCC(=O)NC3CCS(=O)(=O)C3)c2c1C (configuration not stated)
  -1	3	-4	-5	1	118	0.0	-2	11
- CC(=O)Nc1nn(C)c2nc3ccc(C)cc3cc12
  1	-9	8	6	-4	111	-0.1	1	0
- O=C(Nc1nc2ccccc2s1)c1cc(-c2ccccc2)nn1-c1ccccc1
  1	19	2	-11	4	99	0.1	0	-3
- O=C(CCNC(=O)Cn1ccc2ccccc2c1=O)NCCN1CCN(c2ccccc2F)CC1
  2	3	-5	3	-3	103	-1.3	-6	0
- CCCCN(CC)C(=O)C1CCCN(S(=O)(=O)c2cccc3nsnc23)C1 (configuration not stated)
  2	-14	-3	-4	12	102	-0.4	1	-2
- CCOC(=O)c1sc(NC(=O)CN(CC(C)C)CC(C)C)c(C(=O)OCC)c1C
  4	6	-1	16	6	114	-0.1	1	-2
- COC(=O)c1ccccc1S(=O)(=O)N1CCC(C(=O)NC2=NCCS2)CC1
  nt	nt	0	-2	nt	84	-0.9	-6	nt
- CCNc1nc(NCC)nc(Oc2ccc(C(=O)OC)cc2)n1
  -1	0	-11	-3	-4	98	-2.5	-5	3
- Cn1c(=O)c2c(nc(N/N=C3\CCCc4ccccc43)n2Cc2ccc(F)cc2)n(C)c1=O
  0	-5	-7	-10	-6	86	-0.4	-5	-2
- CC(C)OC(=O)c1cccnc1SCc1cc(=O)n2ccccc2n1
  8	-3	14	-11	5	98	5.4	-4	-1
- CCOc1ccc(NC(=O)CSc2nc(C)cc(C)n2)cc1
  -2	3	0	-5	3	91	-1.1	-2	1
- COc1ccc(C/C(C)=N/NC(=S)Nc2ccc(C(C)C)cc2)cc1
  -1	0	-6	-1	-3	92	2.2	5	0
- CCc1cc(-c2[nH]ncc2-c2ccc3c(c2)OCO3)c(O)cc1O
  5	0	-19	19	-4	111	9.3	3	0
- CCOC(=O)c1[nH]cnc1C(=O)NCc1ccccc1
  -1	-2	3	5	0	90	0.5	0	-1
- Cc1nc(-c2ccccc2)sc1C(=O)Nc1ccc(S(N)(=O)=O)cc1
  8	-7	-18	9	9	115	4.2	-1	0
- Cc1c(NC(=O)Nc2ccccc2Cl)c(=O)n(-c2ccccc2)n1C
  -1	-2	-13	5	-1	97	-4.0	0	-2
- CCC1(C)Cc2c(sc3nc(NN)n(C)c(=O)c23)CO1 (configuration not stated)
  -2	6	7	7	4	99	0.8	-1	2
- Cc1ccc(S(=O)(=O)c2ccc(Cl)cc2)cc1S(=O)(=O)NC(C)C(=O)O (configuration not stated)
  -1	0	5	-4	2	95	-2.1	-2	0
- CCn1c(=O)c2cc(C(=O)NCCCOC)sc2c2ccccc21
  4	-1	0	5	-17	107	2.6	2	-4
- CN(C)CCNC(=O)c1ccc(CS(=O)(=O)c2c(Cl)cccc2Cl)o1
  -1	-6	-19	-2	9	91	-1.7	4	-1
- C/C(=N\N=C1\NC(=O)CC(C(=O)O)S1)c1ccc(F)cc1 (configuration not stated)
  -4	5	-2	-3	-5	90	-3.5	-1	1
- Cc1ccc(-c2nnc(SCc3ccc(C#N)cc3)n2Cc2ccco2)cc1
  3	12	-8	-9	-8	77	1.7	-10	0
- CN(CCC#N)c1ccc(/C=C(\C#N)c2ccccn2)cc1
  1	-9	9	9	6	102	3.5	1	25*
- O=C1CN(C(=O)COc2ccc(F)cc2Cl)c2ccccc2N1
  0	-1	-1	9	-12	98	-0.2	-5	3
- CCn1cc([N+](=O)[O-])c(C(=O)Nc2c(C)nn(Cc3c(F)c(F)c(F)c(F)c3F)c2C)n1
  -6	2	9	4	6	93	2.9	-1	1
- COc1ccc(/C=C/c2nc3ccccc3c(=O)o2)cc1
  3	0	4	-2	-3	142	2.2	-1	-1
- Cc1ccc(OCCCC(=O)Nc2ccc(Br)cc2)cc1
  -2	1	-14	11	3	101	-0.6	-1	-2
- COC(C(=O)Nc1ccnn1C1CCN(Cc2cnn(C)c2)CC1)c1ccccc1 (configuration not stated)
  2	-2	-17	-7	-2	99	3.8	-2	0
- CCOc1ncccc1C(=O)NNC(=O)c1cccc(S(=O)(=O)Nc2ccc(OC)cc2)c1
  -2	-1	-1	-8	-9	112	5.0	-5	2
- COc1ccc(N2C(=O)CCC(C(=O)NCCCN3CCC(C)CC3)C2c2ccc(OC)c(OC)c2)cc1 (configuration not stated)
  2	-2	-7	3	10	87	-1.8	-2	-1
- CCOc1ccc(NC(=O)CCc2nnc3ccc(N4CCC5(CC4)OCCO5)nn23)cc1
  0	1	-3	3	-15	88	2.7	0	-2
- CC(=O)N(C)c1ccc(NS(=O)(=O)c2cc(Cl)ccc2Cl)cc1
  -5	1	-26	1	-22	104	2.9	-3	-3
- C=CCN1C(=O)CN=C1Nc1cc(C)cc(C)c1
  1	-3	0	-9	3	107	-1.3	-2	3
- Clc1ccc(Sc2oc(/C=N/n3cnnc3)cc2Br)cc1
  4	0	nt	8	4	110	1.6	12	1
- O=C(CSc1nnc(CNC(=O)c2cccs2)o1)Nc1cccc(F)c1
  -11	-1	1	-2	-13	87	-1.5	-3	4
- Clc1ccc2c(NNc3ccccc3Cl)ccnc2c1
  -3	2	1	-2	6	101	-0.6	-6	2
- Cc1cc([N+](=O)[O-])ccc1NC(=O)c1cccc(NC(=O)C(C)C)c1
  -2	6	12	-16	0	106	1.5	-7	2
- Cc1ccc(C(=O)N2CCN(C(=O)CN3CCOCC3)C2)cc1
  -4	0	4	-4	12	96	-0.1	1	-7

# Other compounds follow.
# Values in the order: CTSL1 counter	HCV core dimer	JMJD2C inh	ZTA counter	EBNA-1 inhibitor	Yeast superoxide	PP5 primary	PP1 counter	TPT1 inh
- COc1ccc(NC(=O)CSc2nnc(Cc3cccs3)n2-c2ccc(C)cc2)cc1
  -1	7	-7	-17	-2	121	2.4	5	0
- Cc1ccc(C(=O)NC(C)c2ccc(C)c(C)c2)s1 (configuration not stated)
  0	2	10	0	-1	105	1.1	-4	0
- CC(=O)c1cccc(NC(=O)CN2CCc3cc4c(cc3C2C)OCCCO4)c1 (configuration not stated)
  3	0	6	-3	-1	88	3.6	-4	1
- COc1ccc(-c2ccc(CNCc3ccccn3)o2)cc1Cl
  -1	3	15	13	6	97	1.9	4	2
- N/C(CSc1nc(-c2ccccc2)c(-c2ccccc2)o1)=N\O
  -3	2	24	6	6	101	1.0	2	4
- O=C(Nc1ccc([N+](=O)[O-])cc1)Nn1cnnc1
  1	4	-11	8	4	104	-1.0	-8	-2
- Cc1cc(C)c(NC(=O)C2CCCO2)c(C)c1 (configuration not stated)
  0	1	-2	-7	-7	99	1.0	-4	2
- O=C(NCc1cccc(CNC(=O)C(=O)NCc2ccco2)c1)C(=O)NCc1ccco1
  5	47*	-3	8	17	100	1.2	-1	2
- Cn1cc(CCC(=O)NCc2ccc(Cl)cc2)c2ccccc21
  1	4	-7	-10	5	106	-0.5	4	-1
- Cc1nn(CCCC(=O)Nc2nccs2)c(C)c1[N+](=O)[O-]
  4	-2	-28	1	-5	113	-2.0	-5	1
- CCC(=O)NC(=S)NNC(=O)c1ccc(NC(=O)c2ccccc2)cc1
  -1	2	-8	3	-8	113	0.0	-6	-6
- CCc1noc(C)c1C(=O)Nc1cccc(S(=O)(=O)N2CCCCCC2)c1
  -5	-2	1	8	-12	107	1.1	-3	2
- Cn1c(=O)c2c(-c3ccccc3)n(CCCN3CCOCC3)cc2n(C)c1=O
  -1	-1	-1	7	3	104	1.7	-2	2
- OC(c1nc2ccccc2[nH]1)C(O)c1nc2ccccc2[nH]1 (configuration not stated)
  -6	-3	14	-16	-13	102	1.8	-2	-4
- COCc1nnc(NC(=O)CSc2ccc(C)cc2)s1
  5	-3	-7	-3	6	110	-2.6	-1	-2

# Structural class: the entries above containing a cyano group
# Values in the order: CTSL1 counter	HCV core dimer	JMJD2C inh	ZTA counter	EBNA-1 inhibitor	Yeast superoxide	PP5 primary	PP1 counter	TPT1 inh
- COc1ccccc1OCCn1cc(/C=C(\C#N)C(=O)NCc2ccco2)c2ccccc21
  7	2	1	-19	23	110	3.0	12	-4
- Cc1ccc(-c2nnc(SCc3ccc(C#N)cc3)n2Cc2ccco2)cc1
  3	12	-8	-9	-8	77	1.7	-10	0
- CN(CCC#N)c1ccc(/C=C(\C#N)c2ccccn2)cc1
  1	-9	9	9	6	102	3.5	1	25*

# Source: PubChem BioAssay
